Assay outcomes as filed in PubChem BioAssay.
Yfh1-off respiration – enhancers of respiration in Yfh1-depleted yeast, dose response, Friedreich's ataxia, plus single-dose screen (AID 1465) | S. cerevisiae Yfh1-off respiration, WST-1 reduction, 72 h; higher fold induction means a stronger effect | fold induction at 50 µM, or EC50 in µM where a hit was titrated | 220,000 compounds, 0.074% hits;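 active means fold induction of absorbance versus untreated yeast above a set limit, then at least 30% activation at any dose in follow-up; inconclusive means repeats straddling the limit, or above it without dose testing; inactive means fold induction below the set limit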;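 further: activators that raise dye reduction in frataxin-depleted yeast; strong numbers were not always called active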
PMI inhibitors – inhibitors of human PMI, primary screen, biochemical, fluorescence intensity, coupled assay (AID 1209) | Mannose-6-phosphate isomerase (Homo sapiens) | purified PMI enzyme, coupled fluorescence intensity; higher % means a stronger effect | inhibition, % at 20 µM; hits with a dose series show IC50 in µM | 190,000 compounds, 0.42% hits;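 further: plate controls were DMSO vehicle for no effect and wells lacking substrate for full effect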
Insulin prom up – insulin promoter activators in MIN6 cells, imaging, high-content screening, mouse beta cells | z-score at 5 µM | 190,000 compounds, 0.3% hits | AID 1625, 2009 | MIN6 insulin promoter-GFP reporter; active compounds read high;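 active means z-score above 3 at 5 µM with at least 500 cells counted in the well; inconclusive means wells under 500 cells, flagged as cytotoxic or low count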
PMI inhibition – human PMI inhibitors, high substrate, primary screen, biochemical, fluorescence intensity, high mannose 6-phosphate (AID 1220) | Mannose-6-phosphate isomerase (Homo sapiens) | recombinant PMI enzyme, coupled fluorescence intensity; higher % means a stronger effect | inhibition, % at 20 µM, or IC50 in µM where a hit was titrated | 190,000 compounds, 0.66% hits
Dynein cargo inh – inhibitors of GR-EGFP nuclear translocation, primary screen, dynein cargo transport inhibitor project, imaging, high-content, 3617.4 mouse cells; AID 1381, 2008; 220,000 compounds, 0.47% hits; z-score, hits read low; test concentration mostly 20 µM; stimulated with dexamethasone, 1 µM; active compounds read low;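 active means plate z-score of nuclear minus cytoplasmic receptor signal below a set negative limit, without overly bright fluorescence or cell loss, cut at about -3.5 in these data, passing the limit was not always enough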;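 further: z-score of nuclear minus cytoplasmic ring GR-EGFP intensity difference per well; some compounds called inactive have numbers as strong as hits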
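Buffer or medium: tet-free medium with charcoal-stripped serum / Also added: dexamethasone agonist, 1.0 µM final, for 30 min / Timing: induction 48 h, compound 1 h, agonist 30 min / Measured by: high-content fluorescence imaging after fixation / Read-out: nuclear-to-cytoplasmic GR-EGFP distribution per well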
Autophagy HCS – autophagy modulators in MEF cells, primary screen, imaging, high-content, MEF GFP-LC3; calls only at 10 µM (by protocol); AID 463193, 2010; MEF GFP-LC3 puncta imaging; test concentration mostly 10 µM; 190,000 compounds, 0.98% hits;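 active means percentage of spot-positive cells more than 3 SD above its plate mean, without a fluorescence outlier flag or 80% toxicity; inconclusive means no clear call, values can overlap the other calls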;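 further: spot-positive cell cutoff set from DMSO-treated cells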
b-catenin transl – modulators of beta-catenin nuclear translocation, primary screen, imaging, HeLa cells, immunofluorescence, high-content | nuclear translocation activity, % at 5 µM | 190,000 compounds, 0.3% hits | AID 1665, 2009;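 active means nuclear translocation activity above 50% at 5 µM, with a well cell count of 50 or more; inconclusive means wells under 50 cells across six images, flagged as toxic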;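 further: per-cell ratio of nuclear to cytoplasmic median beta-catenin stain intensity; plate controls were DMSO negative control for no effect and GSK-3 inhibitor IX positive control for full effect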
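System: HeLa cells, endogenous beta-catenin; compound dosing: 5 µM primary single dose, 0.1% DMSO, 0.02–20 µM confirmation series; incubation: 24 h compound exposure at 37°C, 5% CO2; signal: beta-catenin immunofluorescence imaging with DAPI; evaluation: % activation, nuclear-to-cytoplasmic median beta-catenin signal ratio per cell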
MT stabilizer – microtubule stabilizers in HeLa cells, primary screen, imaging, high-content imaging | HeLa tubulin immunostaining HCS, 24 h; share of cells brighter than vehicle mean+2SD | % tubulin-high responders, % at 10 µM | 200,000 compounds, 0.83% hits | AID 2205, 2009;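 active means plate Z-score above 3 for both tubulin-high and condensed-nucleus cell shares, with cell loss under 80%, at 10 µM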;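 further: anti alpha tubulin signal scored within the nucleus-defined area of each cell; some results filed as inactive read as strong as hits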
WT yeast gro inh – growth inhibition of WT strain, primary screen, mitochondrial fusion inhibitor project, WT and mutant strains, chemical genetic; inhibition, % at 10 µM; 190,000 compounds, 2.1% hits; AID 1362, 2008; mitochondrial fusion phenotypic screen; in the data active means inhibition above about 58%; tested in S. cerevisiae
WT yeast gro inh mutant strain – further read-out of WT yeast gro inh, marked with its call; inhibition, %; mitochondrial fusion phenotypic screen, mutant strain inhibition
Dynein cargo inh cytoplasmic EGFP – recorded beside Dynein cargo inh, whose call it bears; z-score; measured here: cytoplasmic GR-EGFP intensity; active compounds read high
Dynein cargo inh nuclear GR-EGFP – second read-out of Dynein cargo inh, no call of its own (marks repeat the call); z-score; measured here: nuclear GR-EGFP intensity;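 lower value marks the stronger effect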
Dynein cargo inh cell count – also measured in Dynein cargo inh; calls as there; z-score; measured here: cell count per field
Insulin prom up cell count – recorded beside Insulin prom up, whose call it bears; cell count; measured here: cytotoxicity, nuclei count;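 total cells summed across four imaged fields per well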
b-catenin transl cell count 5 µM – recorded beside b-catenin transl, whose call it bears; cell count; measured here: cell count, cytotoxicity flag
MT stabilizer Hoechst-high % – second read-out of MT stabilizer, no call of its own (marks repeat the call); % Hoechst-high responders; measured here: nuclear condensation Hoechst responders;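 share of cells brighter than vehicle mean plus two SD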
MT stabilizer cytotoxicity % – second read-out of MT stabilizer, no call of its own (marks repeat the call); toxicity, %; measured here: cytotoxicity by cell density;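 0% = mean cell density of plate MIN control wells and 100% = no cells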
Autophagy HCS cell loss 18 h – recorded beside Autophagy HCS, whose call it bears; toxicity, %; measured here: cell loss, nuclei count;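 cell loss after 18 h compound exposure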
An asterisk follows results filed as active; i = inactive; u = inconclusive; x = no result given. Unless noted, no stated cut-off is given here; in the data, active means inhibition above about 50%; inactive means the rest.

Compound	b-catenin transl cell count 5 µM	Autophagy HCS	PMI inhibition	Dynein cargo inh cytoplasmic EGFP	Insulin prom up cell count	PMI inhibitors	WT yeast gro inh	Autophagy HCS cell loss 18 h	Dynein cargo inh	Dynein cargo inh cell count	Yfh1-off respiration	WT yeast gro inh mutant strain	MT stabilizer	b-catenin transl	Insulin prom up	Dynein cargo inh nuclear GR-EGFP	MT stabilizer Hoechst-high %	MT stabilizer cytotoxicity %
Cc1c(NC(=O)N2CCCCCC2)c(=O)n(-c2ccccc2)n1C	1169	i	-1%	-0.33	1161	-1%	-8	-46	-0.56	0.63	i	-4	4.1	-1.5	0.36	-0.057	2.8	7.2
CCCNC(=O)COC(=O)c1cc(SC)ccc1Cl	1196	i	2%	-0.23	1049	-1%	-8	-15	-0.31	0.58	i	1	2.0	-2.6	0.11	0.049	1.7	6.8
CCOC(=O)c1c(NC(=O)Cc2cccs2)sc(C)c1C	995	i	11%	-0.27	x	17%	21	-6	0.29	-0.57	i	-3	5.1	0.0	x	-0.037	4.7	12
O=C1NC(C(F)(F)F)(C(F)(F)F)N=C2SC=CN12	1305	x	x	-0.21	1066	x	x	x	-0.45	0.47	i	x	x	1.3	-0.52	-0.26	x	x
FC(F)(F)c1cnc(N2CCSCC2)c(Cl)c1	1100	x	x	-0.25	1384	x	x	x	0.16	1.1	i	x	x	-0.3	-0.01	0.068	x	x
CN(C)CCCNS(=O)(=O)c1ccc(N2CCC(c3ccc(Cl)cc3)=N2)cc1	825*	u	8%	0.56	x	18%	x	x	1.8	-4.4	i	x	2.2	73*	u	1.2	1.6	1.9
CC(=O)COc1ncn(-c2ccccc2)n1	1177	i	-1%	-0.0068	1138	4%	16	4	-0.73	0.63	i	2	1.2	-5.4	0.56	-0.06	0.9	5.9
CCNc1cc(=O)n(C)c(=O)n1C	914	i	-2%	-0.21	1558	-12%	2	-4	-0.59	0.41	i	11	1.0	-9.3	0.16	-0.35	1.0	7.6
CCOC(=O)Cn1c(=NC(=O)CSC(C)=O)sc2cc(OC)ccc21	1147	i	4%	-0.14	784	7%	-33	-1	0.27	0.51	i	-13	2.2	-4.3	0.55	0.79	1.3	9.3
COCCNC(=O)COc1cc(=O)n(C)c2ccccc12	1408	i	-5%	-0.34	1602	-6%	2	-12	-0.71	-0.042	i	-4	5.9	0.9	0.27	-0.27	2.9	0.1
CC(C)N(C(=O)C[n+]1ccc(/C=N/O)cc1)C(C)C	986	i	-2%	-0.26	x	-2%	8	-2	0.65	-0.89	i	-10	3.3	-0.8	x	0.39	3.0	1.3
CC(C)N(C(=O)NC(=O)NCC1CCCO1)S(C)(=O)=O (stereo unspecified)	1123	i	-6%	-0.21	949	-3%	-22	6	-0.99	0.88	i	-17	1.5	0.7	1.7	-0.34	0.7	9.9
C=CCn1c(SCc2csc(C)n2)nc2sc3c(c2c1=O)CCCCC3	x	i	3%	-0.14	1396	16%	54	1	1.4	-1.5	i	30	4.2	x	-0.42	0.55	2.1	8.9
CN(C)C1C(=O)c2ccccc2C1=O	1038	i	-10%	-0.24	1423	-14%	-3	5	0.17	-0.22	i	2	2.9	-0.8	0.69	0.21	3.4	4.7
COC(=O)CCCCCNc1ccc(C(=O)OC)cc1N	1012	i	6%	-0.14	1430	7%	-1	1	-0.22	0.29	i	-5	5.7	-1.6	0.71	0.58	34	98
CS(=O)(=O)Nc1nnc(Cc2ccccc2)s1	1059	i	6%	0.81	1243	5%	-18	6	-0.015	-0.17	i	5	2.0	-0.8	0.67	0.87	1.7	6.6
CC(=O)Nc1ccc(C(=O)Nc2cccc(-c3cnc4ccccc4n3)c2)cc1	1042	i	-12%	-0.31	1196	-6%	-3	4	0.96	-0.38	i	5	1.4	0.8	0.05	0.17	1.4	5.5
CCS(=O)(=O)Nc1cc(C(=O)OC)ccc1C(=O)OC	1203	i	-26%	0.26	x	-7%	4	1	-0.042	-0.082	i	-6	0.8	-1.9	x	0.37	1.5	9.3
O=c1cc(-c2ccccc2)nc(/C=C/c2ccccc2)[nH]1	1262	x	x	-0.28	1266	x	x	x	0.3	0.057	i	x	x	4.2	-0.64	0.2	x	x
COc1cc(C(=O)N(C)c2nnc(-c3cccnc3)s2)cc(OC)c1OC	1068	i	2%	-0.24	1442	-1%	-13	-7	-0.043	1.1	x	-6	4.6	0.6	-0.13	-0.064	1.5	3.8
COc1ccccc1N1C(=O)CCC1(C#N)c1ccc(Br)cc1 (stereo unspecified)	x	i	7%	0.056	846	10%	14	45	1.2	-0.18	i	-3	2.0	x	1.7	0.56	1.1	2.3
CCC(=O)N1CCN(c2ccc(NC(=O)COc3ccccc3[N+](=O)[O-])cc2)CC1	1067	i	-3%	-0.32	1625	0%	-28	-9	-0.51	0.86	i	-19	2.8	-2.7	-0.51	0.15	1.7	12
CCN(CC(=O)NCCc1ccccc1)S(=O)(=O)c1ccccc1	1163	i	-1%	0.66	1504	4%	12	29	1.3	-1.7	i	9	3.6	-0.3	0.87	1.1	3.0	2.6
COCCn1cc(C(=S)N2CCCCC2)c2ccccc21	1072	i	-6%	-0.24	1351	-10%	28	7	-0.85	0.51	i	17	3.2	-3.2	-0.16	0.25	1.6	11
C#CCNC(=O)/C=C/c1ccc(C)cc1	x	i	-12%	-0.23	1226	-10%	-6	3	-0.055	0.47	i	-14	4.8	x	0.43	0.28	1.8	5.5
CC(C)Oc1ccc(C(=O)Nc2ccccc2N2CCOCC2)cc1	1053	i	-2%	-0.2	1508	3%	0	-11	-1	0.14	i	-3	2.4	-1.5	0.23	-0.71	2.4	6.6
O=C(c1cc(=O)[nH]c2ccccc12)N1CCc2ccccc2C1	1106	i	-6%	-0.24	1205	-3%	-17	2	-0.28	-0.38	i	-2	5.0	-5.0	-0.33	0.063	4.9	2.3
CC(=O)c1ccc(S(=O)(=O)N2CCNCC2)cc1	1149	x	x	-0.26	1418	x	x	x	0.12	0.75	i	x	x	-2.0	0	0.11	x	x
Cc1cc(C)n(-c2ccc(Cl)c(Cl)c2)n1	1099	i	-9%	-0.31	x	-2%	9	-2	-0.35	1.2	i	6	2.1	-0.9	x	-0.33	1.7	7.6
CC(=O)Nc1ccc(/C=N/NC(=O)CNC(=O)c2ccccc2)cc1	931	i	-3%	-0.21	1709	-8%	2	-21	0.46	-0.43	i	6	3.1	-1.2	-0.34	0.68	3.2	8.6
COCCNc1c2c(nc3c(-c4ccccc4)c(C)nn13)CCC2	1289	x	x	-0.26	1048	x	x	x	-0.2	0.14	i	x	x	1.7	-0.43	-0.11	x	x
Cc1ccc(-c2csc(N(CC3CCCO3)C(=O)c3ccco3)n2)cc1 (stereo unspecified)	367	i	22%	-0.27	1124	18%	69*	4	-0.49	0.17	i	7.1*	7.2	10	0.12	0.62	3.8	2.7
CC1CCCC(C)N1c1nnc(N)s1 (stereo unspecified)	490	i	-27%	-0.15	1132	-21%	2	12	0.69	-0.81	x	7	3.0	0.0	1.3	1.2	1.1	6.0
COc1ccccc1NS(=O)(=O)c1cc(N/C(=N\S(=O)(=O)c2ccccc2)c2ccc(F)cc2)ccc1Cl	x	i	12%	-0.27	1259	10%	-1	4	-0.76	0.91	i	10	3.7	x	-0.24	-0.68	2.9	6.2
COc1ccccc1C(=O)NNC(=O)c1ccncc1	x	i	-12%	0.29	1082	-11%	-2	-5	-0.43	0.35	i	-4	2.9	x	0.8	-0.099	2.6	9.6
Cc1noc(C)c1COc1cccc(C(=O)OCC(=O)NC(=O)c2ccc(OC(F)F)cc2)c1	951	i	-5%	-0.26	1326	-3%	-10	-12	0.13	0.0087	i	-17	2.4	-0.1	0.41	-0.19	3.7	1.9
CC(=O)c1cccc(N(CC(=O)N2CCCC2)S(C)(=O)=O)c1	1085	i	11%	-0.26	1954	10%	-3	1	0.25	1.2	i	-3	1.0	1.3	0.14	0.14	0.9	0.3
O=C(COc1ncnc2sccc12)Nc1cccc(S(=O)(=O)N2CCCC2)c1	1148	x	x	-0.17	1480	x	x	x	-0.47	0.86	i	x	x	-0.8	0.14	-0.3	x	x
O=C(CSc1nnc2scc(-c3ccc(Cl)cc3)n12)NCc1ccc2c(c1)OCO2	x	i	-2%	0.46	1652	7%	-12	0	-0.17	2.7	i	-22	1.3	x	2.6	0.07	0.6	28
CCCCOc1ccc(CSC(CC(=O)O)C(=O)O)cc1 (stereo unspecified)	1134	i	-16%	-0.22	1206	-20%	4	6	0.33	-0.13	i	-2	1.8	-2.9	0.14	0.4	2.1	29
